High-throughput results deposited in PubChem by Sanford-Burnham Center for Chemical Genomics.
H9c2 TAG inh = triacylglycerol accumulation inhibition; H9c2 cells, Nile Red lipid (TAG) fluorescence; cells loaded with 200 µM oleic acid; inhibition, % at 12.5 µM; 230,000 tested, 0.66% active;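 active means pattern-corrected inhibition of lipid staining of at least 50% with the nuclear-stain viability signal not falling by more than 50%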;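 further: 0% = DMSO wells and 100% = triacsin C control wells; some results filed as inactive read as strong as hits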
H9c2 TAG inh DAPI viability = also measured in H9c2 TAG inh; calls as there; DAPI nuclei signal change (viability), lower = more cytotoxic, %;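 whole-well DAPI fluorescence read on a plate reader as a viability signal; minus 50 percent equals half of cells still viable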
* marks the source's active call; other numbers are inactive results.

1. COc1ccc(NC(=O)C2CCCN(S(C)(=O)=O)C2)c(OC)c1 (centres undefined)
2. COc1cccc(/C=N\NC(=O)c2cc(OCC(F)(F)F)ccc2OCC(F)(F)F)c1
3. Cc1ccc(NC(=S)N(CCCN2CCCC2)Cc2cccn2Cc2ccc(Cl)cc2)cc1Cl
4. CCOc1ccc2[nH]c(=O)c(C(c3nnnn3Cc3ccco3)N3CCC(C)CC3)cc2c1 (centres undefined)
5. Cc1cccc(Cn2c(Sc3nc(C)cs3)nc3c2c(=O)[nH]c(=O)n3C)c1
6. C[C@H]1CNC(=O)c2c(C(=O)Nc3cccc(Cl)c3)ncn21
7. O=C(Nc1cc(S(=O)(=O)Nc2ccccc2Cl)ccc1O)c1ccc(F)cc1F
8. Cc1csc(C(C)N(C)C(=O)c2ccc(OC3CCN(Cc4ccccn4)CC3)cc2)n1 (centres undefined)
assay / entry	1	2	3	4	5	6	7	8
H9c2 TAG inh	3.0	1.8	78.2*	3.2	9.6	30.3	8.3	-9.9
H9c2 TAG inh DAPI viability	0.4	-16.3	-23.6*	-8.5	-13.5	-1.1	-2.5	2.0

9. C=CCOc1ccc(/C=C/C(=O)OCC(=O)NCc2cccs2)cc1
10. CCN(CC)c1nc(C)c(C(C)=O)cc1C#N
11. COc1ccc(C)cc1NC(=O)NNC(=O)c1cc2ccccc2cc1O
12. O=C(NCc1ccco1)c1scc2c1OCCO2
13. O=C(Nc1scc(-c2ccccc2)c1C(=O)O)c1ccco1
14. c1ccc(CSc2nnc(-c3sccc3-n3cccc3)o2)cc1
15. O=c1[nH]c(-c2ccccc2)c(-c2ccccc2)[nH]1
16. CC1CCN(c2ccc(C(=O)OCC(=O)NCCN3C(=O)CSC3=O)cc2[N+](=O)[O-])CC1
assay / entry	9	10	11	12	13	14	15	16
H9c2 TAG inh	-6.8	-6.5	-28.3	-0.4	6.1	-166.0	-13.6	1.8
H9c2 TAG inh DAPI viability	1.0	3.6	-9.6	-1.4	7.2	-6.3	0.5	-9.9

17. COc1cccc(C2=CC(=O)CCC2)c1
18. O=C(CSc1nnc(-c2cccnc2)o1)OC1CCCCC1
19. O=C(Nc1cccnc1)c1cc(F)c(F)cc1Cl
20. Nc1ncnc(N2CCOCC2)n1
21. CCS(=O)(=O)NC(C)C(c1cccs1)N1CCN(c2ccc(F)cc2)CC1 (centres undefined)
22. COCCOC(=O)N1CCCCC1c1cc(C(=O)Nc2cccc3c2CCCC3)no1 (centres undefined)
23. O=C(NC1CC1)c1cccc(NC(=O)C2CCN(S(=O)(=O)c3cccc(C(F)(F)F)c3)CC2)c1
24. COc1ccc(-c2csc(/C(C#N)=C/Nc3cc4oc5ccccc5c4cc3OC)n2)cc1
assay / entry	17	18	19	20	21	22	23	24
H9c2 TAG inh	0.0	8.2	1.5	-5.9	-6.2	-9.3	4.7	19.9
H9c2 TAG inh DAPI viability	7.1	-6.0	12.8	5.2	1.5	1.1	-1.2	12.9

25. COc1cccc(CNC(=O)CCC2CCCN(C(=O)c3ccoc3)C2)c1 (centres undefined)
26. O=S(=O)(c1ccc(Br)cc1Cl)N1CCN(CCO)CC1
27. COc1ccc([N+](=O)[O-])cc1NC(=O)COC(=O)c1ccccc1O
28. CCOC(=O)c1c(NC(=O)Cc2cccs2)sc(C(=O)N2CCCCC2)c1C
29. O=c1oc(Nc2ccccc2F)nc2ccccc12
30. NC(=O)c1ncn([C@@H]2O[C@H](CNCc3cccc(OC4CCCC4)c3)[C@@H](O)[C@H]2O)n1
31. Cc1cccc(N(C)c2ncnc3onc(-c4ccc(F)cc4)c23)c1C
32. CCCc1nc(SCc2ccc(Cl)cc2Cl)n[nH]1
assay / entry	25	26	27	28	29	30	31	32
H9c2 TAG inh	-1.2	-7.5	-3.5	7.6	1.2	-9.3	11.7	11.3
H9c2 TAG inh DAPI viability	-6.2	-6.1	-2.6	-8.8	-7.9	-5.9	-8.3	-11.7

33. O=C(CCN1CCc2ccccc2C(c2ccccc2)C1)c1ccc2c(c1)OCCO2 (centres undefined)
34. O=C(/C=C/c1cccc([N+](=O)[O-])c1)NCCN1C(=O)S/C(=C\c2cccnc2)C1=O
35. COc1ccc(CNC(=O)c2ccc(CS(=O)(=O)c3ccc(Br)cc3)o2)cc1
36. CCc1[nH]nc2c1C1(CCOC1C)C(C#N)=C(N)O2 (centres undefined)
37. C/C(=C1\SC(N2CCOCC2)=NC1=O)c1ccc(C)cc1
38. C/C(=C\c1ccccc1)C(=O)Nc1ccc(S(=O)(=O)Nc2ncccn2)cc1
39. CCC(C)(C)n1nnnc1C(c1ccc(OC)c(OC)c1)N1CCN(c2ccc(OC)cc2)CC1 (centres undefined)
40. CCCC(=O)Nc1ccc2nc(SCC(=O)Nc3ccc(N4CCOCC4)c(Cl)c3)sc2c1
assay / entry	33	34	35	36	37	38	39	40
H9c2 TAG inh	3.7	-0.4	-6.2	-4.8	4.9	0.5	8.9	50.7*
H9c2 TAG inh DAPI viability	11.9	-1.0	4.1	4.1	-5.7	3.9	7.0	-9.6*

41. COC1OCC(O)C(OC(=O)c2ccccc2)C1OC(=O)c1ccccc1 (centres undefined)
42. CN(C)/C=C(\C=O)c1cccc(Cl)c1
43. CCOC(=O)CSc1nnc(CCc2nc3ccccc3[nH]2)n1C
44. Cc1ccc(CNC(=O)CSc2nc3ccccc3c(=O)n2CC2CCCO2)cc1 (centres undefined)
45. Clc1cccc(-c2nnc3n2CCCCC3)c1
46. CC1(C)CC2CC(C)(CN2/C=N/c2sc3c(c2C#N)CC(C)(C)NC3(C)C)C1 (centres undefined)
47. CN(C)c1ccc(C(=O)N2CC(=O)N(CCc3ccccc3)C(=O)C2)cc1
48. CCC(c1nnnn1Cc1ccco1)N(Cc1ccccc1OC)Cc1cc2cc(C)ccc2[nH]c1=O (centres undefined)
assay / entry	41	42	43	44	45	46	47	48
H9c2 TAG inh	-15.9	3.0	22.1	-1.9	-11.6	7.7	8.1	6.1
H9c2 TAG inh DAPI viability	14.5	-8.0	-12.6	4.7	14.1	5.0	-11.3	-13.0

49. CNC(=O)c1nnc(Cc2ccc(Cl)cc2)o1
50. COc1cc(NC(=O)COC(=O)c2cnccn2)c(C)cc1[N+](=O)[O-]
51. Cc1ccc(C2(c3ccccc3)NC(=O)N(CC(=O)NC3CCCCC3)C2=O)cc1C (centres undefined)
52. O=C(CC(NC(=O)OCc1ccccc1)C(=O)OCc1ccccc1)OCc1ccccc1 (centres undefined)
53. Cc1ccc(C)c(-c2cc(C(=O)N/N=C/c3cccnc3)c3ccccc3n2)c1
54. CCN(CC)S(=O)(=O)c1cccc(-c2nnc(SCCCC(=O)c3ccc(F)cc3)o2)c1
55. c1ccc(NC2=NCCN2CC2CCCC2)cc1
56. O=C(Nc1nc2nc(-c3ccccc3)cc(-c3ccccc3)n2n1)c1ccco1
assay / entry	49	50	51	52	53	54	55	56
H9c2 TAG inh	8.1	8.7	10.6	-7.9	-7.2	-5.5	-2.5	64.2*
H9c2 TAG inh DAPI viability	0.5	-12.6	-3.1	5.4	-2.3	-6.8	3.8	8.9*

Ordered by heavy-atom count (rising): some entries from above
49. CNC(=O)c1nnc(Cc2ccc(Cl)cc2)o1
53. Cc1ccc(C)c(-c2cc(C(=O)N/N=C/c3cccnc3)c3ccccc3n2)c1
48. CCC(c1nnnn1Cc1ccco1)N(Cc1ccccc1OC)Cc1cc2cc(C)ccc2[nH]c1=O (centres undefined)
assay / entry	49	53	48
H9c2 TAG inh	8.1	-7.2	6.1
H9c2 TAG inh DAPI viability	0.5	-2.3	-13.0

Taken from above.
H9c2 TAG inh result of no. 53 : -7.2
H9c2 TAG inh result of no. 55 : -2.5
H9c2 TAG inh DAPI viability result of no. 50 : -12.6
H9c2 TAG inh DAPI viability result of no. 51 : -3.1
H9c2 TAG inh result of no. 54 : -5.5
H9c2 TAG inh result of no. 56 : 64.2*

Next part
57. CCn1c(NCc2ccc(OC)cc2)nc2ccccc21
58. CCn1c(=O)cc(SCC(=O)Nc2ccc(OC)c(OC)c2)c2ccccc21
59. O=C(NC1=NCCS1)c1cccc(NC(=O)c2ccco2)c1
60. CC(=O)OC(C(=O)NC1CCCCC1)c1ccc(Cl)c(Cl)c1 (centres undefined)
61. CC1CN(c2cc(=O)n(-c3ccc(Cl)cc3)c(=O)[nH]2)CC(C)O1 (centres undefined)
62. Cc1cccc(CN(C)C)c1CC(O)(c1ccccc1)c1ccccc1
63. NC(=O)c1ccc(NC(=O)COC(=O)CCCc2c[nH]c3ccccc23)cc1
64. O=C(CCC(=O)OCC(=O)c1ccc(F)cc1)NC1CCCCC1
assay / entry	57	58	59	60	61	62	63	64
H9c2 TAG inh	-13.1	4.9	-7.4	-36.1	6.9	-2.4	1.0	1.5
H9c2 TAG inh DAPI viability	-5.2	5.7	11.6	4.1	-1.3	11.0	11.5	0.7

65. CC(C)CNC(=S)N1CCN(c2nc(-c3ccc(Cl)cc3)cs2)CC1
66. Cc1cc(C)c2sc(NNC(=O)C3COc4ccccc4O3)nc2c1 (centres undefined)
67. COc1ccc(OC)c(NC(=O)c2ccc(NC(C)=O)cc2)c1
68. Cn1c(=O)cc(OCC(=O)NCc2cccnc2)c2ccccc21
69. CC(=O)C[C@H]1c2cc(C(F)(F)F)ccc2S(=O)(=O)N1C1CCCCC1
70. O=c1c2ccc(Cl)cc2nc(-c2cccc(C(F)(F)F)c2)n1O
71. CC1(C)C2([N+](=O)[O-])CN3CC1([N+](=O)[O-])CN(C2)C3C(O)C(O)C(O)CO (centres undefined)
72. O=C(NNC1=Nc2ccccc2SC1)c1ccc(F)cc1
assay / entry	65	66	67	68	69	70	71	72
H9c2 TAG inh	-8.4	-5.5	21.2	11.9	-6.7	-1.2	7.6	9.2
H9c2 TAG inh DAPI viability	-1.7	4.6	-13.0	-7.5	-4.7	6.7	0.1	-10.3

73. O=c1ccc(/C=C/c2ccccc2)nn1Cc1ccc(Cl)cc1Cl
74. Nc1c(N(Cc2ccccc2)C(=O)COc2ccc([N+](=O)[O-])cc2)c(=O)[nH]c(=O)n1Cc1ccccc1
75. CCOCCCNC(=O)c1ccc2c(c1)OCO2
76. COc1cccc(CNC(=O)CCC2CCCN(C(=O)CCc3c(C)noc3C)C2)c1 (centres undefined)
77. COc1ccc(C(CNC(=O)c2ccc(C)c(S(=O)(=O)Nc3ccccc3OC)c2)N2CCCC2)cc1 (centres undefined)
78. CC(=O)N1N=C(c2ccccc2)OC1c1cccnc1 (centres undefined)
79. COCc1c(C(=O)N/N=C(/C)c2ccccc2)nnn1-c1nonc1N
80. CC(C)c1nc(SCC(=O)c2ccccc2)c2c(=O)n(C)c(=O)n(C)c2n1
assay / entry	73	74	75	76	77	78	79	80
H9c2 TAG inh	0.5	-5.7	4.7	-5.9	-8.4	-2.7	-2.8	-1.6
H9c2 TAG inh DAPI viability	3.3	-11.0	-7.7	1.2	16.0	-0.6	5.8	-0.2

Reprinted at random: 2 entries already listed
11. COc1ccc(C)cc1NC(=O)NNC(=O)c1cc2ccccc2cc1O
76. COc1cccc(CNC(=O)CCC2CCCN(C(=O)CCc3c(C)noc3C)C2)c1 (centres undefined)
assay / entry	11	76
H9c2 TAG inh	-28.3	-5.9
H9c2 TAG inh DAPI viability	-9.6	1.2

Carrying on.
81. COc1cc(CN2CCC(Cc3ccccc3)CC2)cc([N+](=O)[O-])c1O
82. CCc1cccc(OCC(=O)Nc2ccc(S(=O)(=O)Nc3onc(C)c3C)cc2)c1
83. C[C@H](CO)N1C[C@H](C)[C@@H](CN(C)Cc2cccc(O)c2)OCc2cnnn2CCCC1=O
84. O=S(=O)(NCCCN1CCOCC1)c1ccc(F)c(Cl)c1
85. COc1ccccc1NC(=O)CN1CCN(CC(=O)Nc2cc(NC(C)=O)ccc2OC)CC1
86. COc1ccc(C)cc1-n1nnnc1SCC(=O)c1cc(C)n(Cc2ccco2)c1C
87. CCn1c(CN2CCOCC2)nnc1SCC(=O)Nc1cccc(C)c1
88. Cc1ccc2c(c1)c(-c1ccccc1)nc1nncn12
assay / entry	81	82	83	84	85	86	87	88
H9c2 TAG inh	-1.9	5.3	-2.9	1.7	-14.5	4.5	-10.3	2.2
H9c2 TAG inh DAPI viability	2.7	5.9	6.9	-2.9	10.1	-5.4	1.5	-2.3

Compounds 82–83, quoted:
82. CCc1cccc(OCC(=O)Nc2ccc(S(=O)(=O)Nc3onc(C)c3C)cc2)c1
83. C[C@H](CO)N1C[C@H](C)[C@@H](CN(C)Cc2cccc(O)c2)OCc2cnnn2CCCC1=O
assay / entry	82	83
H9c2 TAG inh	5.3	-2.9
H9c2 TAG inh DAPI viability	5.9	6.9

(cont.)
89. COc1ccc(NC(=O)C2(C)CCCN(C(C)=O)C2)cc1F (centres undefined)
90. COc1cc(C#N)ccc1OCC(=O)NCCC1=CCCCC1
91. CC(C(=O)NC1CC1)c1ncc(C(F)(F)F)cc1Cl (centres undefined)
92. CC(c1ccon1)N(C)C(=O)CCc1nnc(C2(c3ccc(Cl)cc3)CCC2)o1 (centres undefined)
assay / entry	89	90	91	92
H9c2 TAG inh	-8.3	-4.6	8.5	3.1
H9c2 TAG inh DAPI viability	3.6	-1.6	-6.0	-1.5

This is a subset (hit frequency here may not be typical).
